Bioassay records (PubChem)
esBAF inh = SWI/SNF esBAF complex inhibition | mouse ES cells, Bmi1-luciferase knock-in reporter, 24 h; 100% = twice the neutral-well signal | reporter increase, % at 12.5 µM | hit rate 2% among 350,000 | AID 602393; in the data active means activation above about 40%; inconclusive means no clear call, values can overlap the other calls;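 further: 0% = median of the plate's neutral control wells and 100% = double that signal; a rise in the Bmi1 reporter signal indicates esBAF inhibition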
S100A4 inh HTS = blocks human S100A4 binding to myosin IIA peptide; S100A4/TAMRA-MyoIIA peptide fluorescence polarization; inhibition, % at 10.7 µM; hit rate 0.14% among 360,000; AID 652163;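 active means mean inhibition of at least 70% across replicates, with every replicate also reaching that level; inconclusive means mean inhibition reaches 70% but some replicates fall short; inactive means mean inhibition below 70%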
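incubation = readout 5 min after mixing, signal stable up to 60 min | system = S100A4 monomer protein | buffer or medium = HEPES pH 7.2 with CaCl2, KCl, NaCl, DTT, Triton | benchmarks = neutral control DMSO, positive control TFP | also added = fluorescent myosin IIA peptide, 5 nM | compound dosing = one concentration per compound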
FN deposition inh = fibronectin deposition inhibition | AH1F fibroblasts, Alexa488-fibronectin deposition fluorescence, overnight | inhibition, % at 12.6 µM | hit rate 0.086% among 350,000 | AID 743247;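 active means mean inhibition across replicates of 30% or more, regardless of how many single replicates reach that level; inconclusive means mean under 30% yet at least half of replicates reach 30%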;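 further: positive control wells lacked labelled fibronectin entirely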
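Material: AH1F fibroblasts assembling fluorescent fibronectin matrix; amount: 10000 AH1F cells/well; medium: DMEM, 2% serum; reagent: Alexa488-fibronectin, 24 nM final in well; dosing: single compound dose, delivered by pin transfer; incubation: 1 h adhesion, overnight exposure; detection: fluorescence after three HBSS washes, excitation 485 nm, emission 525 nm; measure: fibronectin deposition inhibition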
RAD52 inh = inhibitors of human RAD52 DNA annealing | recombinant RAD52 DNA annealing, FRET fluorescence | P43351 | hit rate 0.46% among 360,000 | inhibition, % at 18.7 µM | AID 651710;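 active means every replicate showing at least 50% inhibition; inconclusive means mean inhibition at least 50% but not in every replicate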
Target sequence (P43351 whole entry, looked up): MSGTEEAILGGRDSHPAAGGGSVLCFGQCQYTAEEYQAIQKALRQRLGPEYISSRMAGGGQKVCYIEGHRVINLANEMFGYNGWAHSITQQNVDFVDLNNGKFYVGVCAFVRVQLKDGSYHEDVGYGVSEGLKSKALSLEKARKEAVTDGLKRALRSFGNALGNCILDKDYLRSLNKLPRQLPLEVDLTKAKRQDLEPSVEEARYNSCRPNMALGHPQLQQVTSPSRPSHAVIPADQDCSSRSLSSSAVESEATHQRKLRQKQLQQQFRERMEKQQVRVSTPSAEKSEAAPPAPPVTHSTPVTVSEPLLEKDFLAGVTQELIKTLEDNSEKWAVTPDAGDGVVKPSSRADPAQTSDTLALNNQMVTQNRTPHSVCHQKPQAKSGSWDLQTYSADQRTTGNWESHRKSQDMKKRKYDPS
XiGFP reactiv = reactivates the inactive X chromosome in mouse fibroblasts. activation, % at 7.58 µM. AID 743238. XiGFP mouse fibroblasts, % GFP-positive cells imaging, 3 d; cells co-treated with 5-aza-dC sensitizer; scaled so ellipticine positive control = 100%. hit rate 0.055% among 360,000;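 active means mean normalized replicate activation at least 10% and every replicate at or above 10%; inconclusive means only one of the two criteria met; inactive means mean below 10% and not all replicates reach 10%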;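 further: 0% = median of on-plate neutral control wells and 100% = ellipticine 6 µM median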
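System: XiGFP fibroblasts, SV40-immortalized. Medium: DMEM plus 5-aza-dC sensitizer. Doses: single point. Timing: 3 d treatment, 15 min room-temperature fixation. Control set: ellipticine 6 µM.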
E-sel inducer = E-selectin induction on HUVECs | P16581 | HUVEC E-selectin immunofluorescence imaging; normalized: neutral wells 0, TNF-alpha wells 100 | activation, % at 7.58 µM | hit rate 0.37% among 260,000;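 active means mean E-selectin-positive cell signal at least 10% of the positive control, reached in at least 60% of replicates, without over 20% cell loss; inconclusive means no rule given, readout overlaps actives, possibly toxicity-flagged; inactive means the rest, including those meeting only one limit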;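 further: in these data hits start at about 27%; measured in HUVEC primary endothelial cells; signal is the percent of cells scored E-selectin positive by PE staining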
Target sequence (P16581 whole entry, looked up): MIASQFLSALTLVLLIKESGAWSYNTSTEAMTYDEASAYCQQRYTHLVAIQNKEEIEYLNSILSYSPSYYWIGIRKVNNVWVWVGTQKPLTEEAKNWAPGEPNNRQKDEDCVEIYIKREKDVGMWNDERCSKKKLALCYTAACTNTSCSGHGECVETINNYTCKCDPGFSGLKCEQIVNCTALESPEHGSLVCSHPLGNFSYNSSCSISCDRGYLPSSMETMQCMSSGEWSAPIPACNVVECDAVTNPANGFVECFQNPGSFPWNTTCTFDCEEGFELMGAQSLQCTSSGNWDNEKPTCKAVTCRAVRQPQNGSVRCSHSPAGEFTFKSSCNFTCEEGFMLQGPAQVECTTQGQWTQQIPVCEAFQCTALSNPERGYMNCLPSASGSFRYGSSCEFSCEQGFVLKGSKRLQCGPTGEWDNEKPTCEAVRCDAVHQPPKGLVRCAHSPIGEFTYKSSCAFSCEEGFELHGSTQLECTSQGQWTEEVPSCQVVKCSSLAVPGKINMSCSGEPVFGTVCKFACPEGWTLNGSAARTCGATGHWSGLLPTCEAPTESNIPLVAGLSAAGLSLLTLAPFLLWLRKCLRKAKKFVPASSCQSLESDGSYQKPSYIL
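Material: HUVEC primary endothelial cells; Amount: 3,000 cells per well; Dosing: single concentration; Medium: EGM-2 growth medium on 0.1% gelatin-coated wells; Read-out basis: percent E-selectin-positive cells; Signal: immunofluorescence imaging; Control set: TNF-alpha, DMSO.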
RAD54 inh = inhibitors of human RAD54 branch migration. Q92698. AID 602329. RAD54 Holliday junction branch migration, FAM/BHQ fluorescence. hit rate 0.14% among 360,000. inhibition, % at 10.4 µM;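 active means mean normalized replicate activity at least 40 and at least half of replicates scoring 40 or more; inconclusive means only one of the two criteria met; inactive means mean below 40 and under half of replicates reaching 40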;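 further: 0% = median of neutral control wells and 100% = median of positive control wells; inhibitors cause a drop in the FAM fluorescence signal; in these data hits start at about 50%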
EWS-Fli block = EWS/Fli transcriptional activity inhibition; A673 NR0B1-luciferase reporter, viability-normalised; inhibition, % at 12.6 µM; hit rate 0.67% among 350,000;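 active means mean inhibition of at least 50% after viability correction, with every replicate also passing that limit; inconclusive means mean reaches 50% but only one of two replicates passes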;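 further: firefly luciferase signal divided by Alamar Blue viability fluorescence both relative to DMSO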
Numbers without * were called inactive; ? = inconclusive; / = not tested or not shown; & = joins results of further samples.

SMILES	esBAF inh	S100A4 inh HTS	FN deposition inh	RAD52 inh	XiGFP reactiv	E-sel inducer	RAD54 inh	EWS-Fli block
Cc1ccc(CCNC(=O)c2nnc(CS(=O)(=O)c3ccccc3)o2)cc1	-1	25	5	-6	0.0	0.9	1	5
C[C@H]1CN([C@@H](C)CO)C(=O)c2cc(NC(=O)NC3CCCCC3)ccc2O[C@@H]1CN(C)Cc1ccc(-c2ccccc2)cc1	0	9	/	1	0.0	1.0	1	6
C/C=C/c1ccc([C@@H]2[C@@H](CO)N(C(=O)CC)[C@H]2CN(C)C(=O)C2CC2)cc1	-5	/	-11	-23	0.0	-0.1	-8	10
COc1ccc(NC(=S)N2CCC(C(=O)c3ccc(C)cc3)CC2)cc1	5	-1	4	-8	0.1	/	-22	6
CO[C@@H]1CN(C)C(=O)c2cc(NC(=O)C3CCOCC3)ccc2OC[C@H](C)NC[C@@H]1C	-7	4	-3	-5	0.0	-0.1	3	7
C[C@@H]1CN([C@H](C)CO)C(=O)c2cc(NS(=O)(=O)c3cccs3)ccc2O[C@@H]1CN(C)C(=O)Nc1ccc(C(F)(F)F)cc1	5	0	-4	-15	-0.9	0.1	7	-4
O=[N+]([O-])c1cccc(/C=C2\CCC(/C=N/Nc3ccc4ccccc4n3)=C2N2CCOCC2)c1	/	-6	-10	0	0.1	/	/	7
CC(C)N(CCO)C(=O)CCc1nnc(Cc2cccc(C(F)(F)F)c2)o1	0	-1	-4	-6	0.1	-1.5	-8	-12
Cc1ccc(-c2cc(C(F)(F)F)n3ncc(C(=O)N4CCCc5ccccc54)c3n2)cc1	4	-18	/	-3	/	/	-13	2
Cc1ccc(S(=O)(=O)N(C)C[C@@H]2OCCCC[C@@H](C)Oc3ccc(NS(=O)(=O)c4cccs4)cc3C(=O)N([C@@H](C)CO)C[C@H]2C)cc1	6	-14	-10	-24	-0.1	/	-2	11
CCCc1nc(Cl)c(C#N)c2c1CCCC2	/	2	-3	-15	0.0	-0.1	/	-12
CCc1ccccc1NC(=O)COc1ccc(C(=S)N2CCCC2)cc1	/	5	-2	-9	0.1	-1.0	/	-3
Cc1nc(-c2coc3c(CN(C)C)c(O)ccc3c2=O)cs1	-4	-8	-7	/	/	/	2	/
C[C@@H]1CCCCO[C@@H](CN(C)S(=O)(=O)c2ccc(Cl)cc2)[C@@H](C)CN([C@@H](C)CO)C(=O)c2cc(NC(=O)Nc3ccc(C(F)(F)F)cc3)ccc2O1	0	/	-10	/	0.2	0.0	-5	-7
C[C@H]1CN([C@@H](C)CO)S(=O)(=O)c2ccc(C#Cc3ccncc3)cc2O[C@@H]1CN(C)C(=O)c1ccncc1	6	-9	/	-39	-0.3	-0.3	-6	-31
CCc1nnc(NS(=O)(=O)c2ccc(N/C=C\C(=O)c3cccc(OC)c3)cc2)s1	/	-5	-3	-50	-0.1	/	/	-3
COC(=O)C[C@@H]1CC[C@@H]2[C@@H](COc3ccc(NC(=O)c4cccc(OC)c4)cc3C(=O)N2C)O1	0	-17	-27	2	0.4	0.0	3	38
COc1ccccc1NC(=O)N[C@H]1CC[C@H](CCNC(=O)c2ccc3c(c2)OCO3)O[C@H]1CO	-1	1	2	-12	0.3	-0.2	2	-1
C[C@H]1CCCCO[C@H](CN(C)C(=O)Nc2cccc3ccccc23)[C@@H](C)CN([C@@H](C)CO)C(=O)c2cc(NS(=O)(=O)c3ccc(F)cc3)ccc2O1	-2	-3	-1	18	0.3	-0.1	-2	24
COc1ccc(NC(=O)COC(=O)Cc2c[nH]c3ccccc23)cc1OC	/	1	/	-6	0.3	-1.7	/	6
CCOC(=O)CN1C(=O)S/C(=C\c2ccc3c(c2)OCO3)C1=O	4	2	15	-1	-0.1	-0.1	2	13
Cc1cc(C)n(-c2ccc(C(=O)Nc3cccc(S(=O)(=O)N4CCCC4)c3)cc2)n1	15	-4	3	-11	0.0	/	5	13
CC(=O)N1CCCCN2[C@H](CO)[C@@H](c3ccc(-c4ccc(C)cc4)cc3)[C@H]2C1	/	8	/	0	0.2	-0.2	3	/
O=C(CCNS(=O)(=O)c1ccccc1)N1CCCCCCC1	/	-2	2	-19	-0.1	/	/	-22
Cc1ccccc1OCCN(C#N)c1nc(N(C)C)nc(N(C)C)n1	/	-5	6	-12	0.0	-3.0	/	-1
COc1ccc(OC)c(S(=O)(=O)N2CCCC2C(=O)N2CCc3ccccc3C2)c1 (stereo unspecified)	-9	-1	-7	-4	-0.1	/	-4	4
Cc1cc(C(=O)N2CCN(c3ccccc3O)CC2)c(C)o1	/	1	-4	0	0.1	/	11	-15
CCOC(=O)C1=C[C@@H](C(C)C)N(S(=O)(=O)c2ccc(C)cc2)[C@H]1c1ccc(C(F)(F)F)cc1	-5	-13	-2	-9	0.3	-1.9	12	9
COC(=O)[C@@H]1CCCN1C(=O)c1ccc(OC2CCN(Cc3ccccn3)CC2)cc1	3	3	6	-43	0.0	/	-7	1
Cc1cc(C(=O)Nc2cc(Br)ccc2O)on1	-5	3	4	0	0.2	-0.1	7	27
CCN1CCCSC1=S	2	2	3	-13	0.1	0.4	-3	-4
CC(=O)c1cccc(N=Nc2c(-c3ccccc3)[nH]n(-c3ccccc3)c2=O)c1	/	-1	11	11	0.1	/	/	8
CO[C@@H]1CN(C)C(=O)c2cc(NC(=O)c3cccc(F)c3)ccc2OC[C@@H](C)N(C)C[C@H]1C	1	-1	-4	2	0.2	-0.2	4	-3
Cc1ccccc1CNC(=O)c1ccc2nc(N3CCOCC3)sc2c1	15	3	9	-19	0.4	1.0	-2	-7
O=C(Nc1cccc(F)c1)N1[C@@H]2CNC[C@H]1C2c1ccc(-c2cccnc2)cc1 (stereo partly specified)	/	-9&0	-1&-6	3&-1	0.2&0.0	0.1&0.0	/	7&-1
COc1cccc(C(=O)NC(=S)Nc2ccc3oc(=O)ccc3c2)c1	-5	7	-8	-15	0.0	/	-5	9
O=C(O)c1ccc2c(=O)[nH]c(CCl)nc2c1	-5	-17	-16	-13	0.0	/	1	-3
COc1ccc(NC(=O)N(C)C[C@@H]2Oc3cc(C#CCN(C)C)ccc3S(=O)(=O)N([C@H](C)CO)C[C@@H]2C)cc1	-9	-10	5	19	-1.1	1.1	3	-4
NS(=O)(=O)c1cccc(NC(=O)Cn2nc(C(=O)O)c3ccccc3c2=O)c1	8	-1	1	-11	0.4	-0.1	6	-3
CC(C)CC#Cc1ccc2c(c1)O[C@H](CN(C)C(=O)c1ccncc1)[C@H](C)CN([C@@H](C)CO)S2(=O)=O	-2	?	-11	16	0.0	0.1	-4	3

3 compounds from above, ordered by heavy-atom count, smallest number first:
SMILES	esBAF inh	S100A4 inh HTS	FN deposition inh	RAD52 inh	XiGFP reactiv	E-sel inducer	RAD54 inh	EWS-Fli block
Cc1nc(-c2coc3c(CN(C)C)c(O)ccc3c2=O)cs1	-4	-8	-7	/	/	/	2	/
CO[C@@H]1CN(C)C(=O)c2cc(NC(=O)c3cccc(F)c3)ccc2OC[C@@H](C)N(C)C[C@H]1C	1	-1	-4	2	0.2	-0.2	4	-3
C[C@H]1CN([C@@H](C)CO)S(=O)(=O)c2ccc(C#Cc3ccncc3)cc2O[C@@H]1CN(C)C(=O)c1ccncc1	6	-9	/	-39	-0.3	-0.3	-6	-31

(more compounds)
SMILES	esBAF inh	S100A4 inh HTS	FN deposition inh	RAD52 inh	XiGFP reactiv	E-sel inducer	RAD54 inh	EWS-Fli block
O=C(CCc1nc2ccccc2c(=O)[nH]1)Nc1cccc(S(=O)(=O)N2CCCCC2)c1	-1	-1	-5	-16	0.3	/	6	13
CC1=NN(c2ccccc2)C(=O)C1CCC#N (stereo unspecified)	3	9	2	-8	0.0	-0.1	-1	35
C[C@H](CO)N1C[C@H](C)[C@H](CN(C)Cc2ccc(C(=O)O)cc2)Oc2ccc(NC(=O)NC3CCCCC3)cc2C1=O	6	10	/	2	-0.5	1.6	6	/
c1ccc(CCCNCCCn2cnc3c(OCc4ccccc4)ncnc32)cc1	-4	-4	4	-3	0.2	/	-13	16
CC(=O)c1cccc(-c2ccnc3c2CC(C(=O)Nc2ccccc2)O3)c1 (stereo unspecified)	16	-1	3	3	-0.2	0.0	5	-11
COc1ccc(CCCc2nnc(SCC(=O)Nc3ccc(OC)cc3)o2)cc1	-2	1	/	-22	0.0	/	2	-2
CS(=O)(=O)N(CC(=O)Nc1ccc(F)cc1)C1CCCCC1	1	-2	-1	-2	-0.1	/	-11	6
CCCC#Cc1ccc2c(c1)O[C@@H](CN(C)Cc1cncnc1)[C@@H](C)CN([C@@H](C)CO)S2(=O)=O	6	-2	-11	14	-0.9	0.5	-6	7
Cn1c(=O)c2c(ncn2CC(=O)OCC(=O)Nc2ccccc2)n(C)c1=O	/	1	3	-11	-0.3	2.3	/	-1
COCCOC(=O)/C=C1/NC(=O)CS1	4	/	5	/	/	0.6	-16	/
COc1ccc(S(=O)(=O)N2CCC(N3CCN(Cc4ccccc4)CC3)CC2)cc1	/	-3	-3	-6	0.2	/	/	10
O=S(=O)(Nc1cccc(-c2nc3cccnc3s2)c1)c1cccs1	/	3	4	-5	0.0	-0.7	/	-25
COc1cccc(C(=O)Nc2cccc(-c3ccc4nncn4n3)c2)c1OC	0	-24	-4	-3	-0.2	-0.1	14	-5
C=CCNc1ncnc2c1ncn2[C@H]1CN(Cc2ccco2)C[C@@H](CO)O1	-6	-8	-10	-19	0.1	-0.1	-6	-6
Cc1ccc(C2=NN(C(=O)CCC(=O)O)C(c3ccc4c(c3)OCO4)C2)cc1 (stereo unspecified)	-1	8	3	-8	0.0	/	-14	4
COc1ccccc1C(=O)N1C[C@@H]2[C@H](c3ccccc31)[C@H](CO)N2C(=O)C1CCCCC1	-1	5	/	-3	0.0	0.8	-1	-2
C[C@@H]1CN([C@@H](C)CO)C(=O)c2cc(NC(=O)Nc3cccc4ccccc34)ccc2O[C@@H](C)CCCCO[C@@H]1CN(C)S(=O)(=O)c1ccc(F)cc1	1	-13	-12	-21	0.3	0.0	-7	2
CCCCN(C(=O)c1ccc2c(c1)OCO2)c1ccccc1	/	-9	-12	-8	0.4	/	/	12
CCSCCc1nnc(NC(=O)Nc2cccc(C(F)(F)F)c2)s1	/	-1	1	-5	0.2	-0.2	/	24
CCN(CC)C(=O)n1cnc(-c2ccccc2)c1-c1ccccc1	/	3	-2	1	0.0	-2.9	/	0
O=C(NC1CCC1)[C@H]1[C@H](CO)[C@H]2Cn3c(ccc(-c4ccccc4F)c3=O)[C@H]2N1Cc1cocn1	1	0	/	-16	0.0	0.2	-1	-4
CCS(=O)(=O)c1nc(S(=O)(=O)c2ccc(Cl)cc2)c(NCCN2CCOCC2)s1	0	-3	13	-14	0.1	/	-1	15
CC(C(=O)OCc1nnc(-c2ccccc2)o1)N1C(=O)C2CCCCC2C1=O (stereo unspecified)	23	-4	-5	-50	0.2	/	-9	-17
